M17LAP inhibition = P. falciparum M17LAP inhibitors, primary screen, biochemical, fluorogenic H-Leu-NHMec substrate, 1536-well (AID 1619); recombinant M17LAP, H-Leu-NHMec fluorogenic kinetic assay; higher % means a stronger effect; inhibition, % at 30 µM; hits with a dose series show IC50 in µM; hit rate 0.38% among 220,000;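 active = compound inhibiting the enzyme by more than half at any dose during confirmatory dose-response retesting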;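 note: plate controls were full reaction with DMSO carrier for no effect and no enzyme background for full effect; strong numbers were not always called active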
Autophagy mod = alters autophagy in cells; hit rate 0.98% among 190,000; MEF GFP-LC3 puncta imaging; test concentration mostly 10 µM; calls only at 10 µM (by protocol);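 active = percentage of spot-positive cells more than 3 SD above its plate mean, without a fluorescence outlier flag or 80% toxicity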;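 note: spot-positive cell cutoff set from DMSO-treated cells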
WT yeast gro inh = growth inhibition of WT yeast, mitochondrial fusion screen. mitochondrial fusion phenotypic screen, WT strain. inhibition, % at 10 µM. hit rate 2.1% among 190,000; in the data active = inhibition above about 58%; tested in S. cerevisiae
MT stabilize HCS = microtubule stabilizers in HeLa cells | HeLa tubulin immunostaining HCS, 24 h; share of cells brighter than vehicle mean+2SD | hit rate 0.83% among 200,000 | % tubulin-high responders, % at 10 µM | AID 2205;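 active = plate Z-score above 3 for both tubulin-high and condensed-nucleus cell shares, with cell loss under 80%, at 10 µM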;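 note: anti alpha tubulin signal scored within the nucleus-defined area of each cell; some results filed as inactive read as strong as hits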
P. falciparum M1AAP = malaria alanyl aminopeptidase activity blockers – biochemical, fluorogenic H-Leu-NHMec substrate, 1536-well (AID 1445). recombinant M1AAP, H-Leu-NHMec fluorogenic kinetic assay; higher % means a stronger effect. one-dose inhibition, % at 30 µM; IC50 in µM for titrated hits. hit rate 0.42% among 220,000;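 active = primary inhibition above the hit cutoff, then over 50% inhibition at one or more dose response concentrations, cut at about 23% in these data, passing the limit was not always enough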;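 note: plate controls were DMSO full reaction for no effect and no enzyme background for full effect; strong numbers were not always called active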
Yfh1-off respiration = enhancers of respiration in Yfh1-depleted yeast, dose response, Friedreich's ataxia, plus single-dose screen (AID 1465); fold induction at 50 µM, or EC50 in µM where a hit was titrated; hit rate 0.074% among 220,000; S. cerevisiae Yfh1-off respiration, WST-1 reduction, 72 h; higher fold induction means a stronger effect;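 active = fold induction of absorbance versus untreated yeast above a set limit, then at least 30% activation at any dose in follow-up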;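 note: activators that raise dye reduction in frataxin-depleted yeast; strong numbers were not always called active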
Dynein cargo inh = blocks dynein driven cargo transport along microtubules; 3617.4 mouse cells, GR-EGFP nuclear translocation imaging; test concentration mostly 20 µM; stimulated with dexamethasone, 1 µM; active compounds read low; z-score, hits read low; hit rate 0.47% among 220,000;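 active = plate z-score of nuclear minus cytoplasmic receptor signal below a set negative limit, without overly bright fluorescence or cell loss, cut at about -3.5 in these data, passing the limit was not always enough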;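 note: z-score of nuclear minus cytoplasmic ring GR-EGFP intensity difference per well; some compounds called inactive have numbers as strong as hits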
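Buffer or medium: Induction medium lacking tetracycline, stripped serum | Also added: Dexamethasone agonist, 1.0 µM final, for 30 min | Timing: 48 h induction, 1 h compound, 30 min dex at 37 °C | Detection: Formaldehyde fixation, Hoechst nuclear stain, 10x automated fluorescence imaging | Measure: Nuclear versus cytoplasmic GR-EGFP signal, averaged per well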
T cell HTS = T cell immune modulators affecting CD8 T cell-vesicle binding; 2C CD8+ T cell-vesicle binding, flow cytometry; active compounds read low; calls only at 7 µM; hit rate 0.068% among 330,000;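 active = response, share of CD8 T cells binding vesicles, and their 90th percentile fluorescence all below set limits, cut at about 80% in these data, passing the limit was not always enough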
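Incubation: binding step 1.5 h, 37 °C, antibody labelling 20 min, ice; system: murine 2C transgenic CD8+ T lymphocytes; technique: cytometric PE anti-B7-1 and Alexa647 anti-CD8 signals after 1% paraformaldehyde fixation; also added: QL9-charged Drosophila Ld/ICAM-1/B7-1 vesicles; control set: naked versus QL9-loaded vesicles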
bCat nuc transl = alters nuclear translocation of beta-catenin in HeLa cells; AID 1665; immunofluorescence imaging; hit rate 0.3% among 190,000; nuclear translocation activity, % at 5 µM;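 active = nuclear translocation activity above 50% at 5 µM, with a well cell count of 50 or more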;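 note: per-cell ratio of nuclear to cytoplasmic median beta-catenin stain intensity; plate controls were DMSO negative control for no effect and GSK-3 inhibitor IX positive control for full effect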
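Assay system: human HeLa cells, native beta-catenin; doses: 5 µM primary, 0.02–20 µM confirmation; incubation: compound treatment 24 h, 37°C, 5% CO2; technique: fluorescence imaging of beta-catenin antibody stain plus DAPI; measure: % activation, nuclear-to-cytoplasmic median beta-catenin signal ratio per cell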
WT yeast gro inh mutant strain = recorded beside WT yeast gro inh, whose call it bears; inhibition, %; mitochondrial fusion phenotypic screen, mutant strain inhibition
Dynein cargo inh cytoplasmic EGFP = further read-out of Dynein cargo inh, marked with its call; z-score; measured here: cytoplasmic GR-EGFP intensity; active compounds read high
Dynein cargo inh nuclear GR-EGFP = recorded beside Dynein cargo inh, whose call it bears; z-score; measured here: nuclear GR-EGFP intensity;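 lower value marks the stronger effect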
Dynein cargo inh cell count = further read-out of Dynein cargo inh, marked with its call; z-score; measured here: cell count per field
bCat nuc transl cell count 5 µM = further read-out of bCat nuc transl, marked with its call; cell count; measured here: cell count, cytotoxicity flag
T cell HTS vesicle-bound % = recorded beside T cell HTS, whose call it bears; double positive events, %; measured here: CD8+ vesicle-bound cell fraction;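 binding gate set so that unloaded-vesicle control wells show 10% double positive cells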
MT stabilize HCS Hoechst-high % = also measured in MT stabilize HCS; calls as there; % Hoechst-high responders; measured here: nuclear condensation Hoechst responders;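 share of cells brighter than vehicle mean plus two SD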
MT stabilize HCS cytotoxicity % = further read-out of MT stabilize HCS, marked with its call; toxicity, %; measured here: cytotoxicity by cell density;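 0% = mean cell density of plate MIN control wells and 100% = no cells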
Autophagy mod cell loss 18 h = also measured in Autophagy mod; calls as there; toxicity, %; measured here: cell loss, nuclei count;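 cell loss after 18 h compound exposure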
Active calls of the source: *; i = inactive; / = no result given.

SMILES | M17LAP inhibition | Autophagy mod | Autophagy mod cell loss 18 h | WT yeast gro inh | WT yeast gro inh mutant strain | MT stabilize HCS | MT stabilize HCS Hoechst-high % | MT stabilize HCS cytotoxicity % | P. falciparum M1AAP | Yfh1-off respiration | Dynein cargo inh | Dynein cargo inh cytoplasmic EGFP | Dynein cargo inh nuclear GR-EGFP | Dynein cargo inh cell count | T cell HTS | T cell HTS vesicle-bound % | bCat nuc transl | bCat nuc transl cell count 5 µM
O=C(NCCOc1ccccc1)c1cc(C(=O)NCCOc2ccccc2)cc([N+](=O)[O-])c1 | -8.9% | i | 14.4 | 9.1 | -0.3 | 2.3 | 3.7 | 9.0 | -2.1% | i | -0.581 | -0.289 | -0.601 | 1.05 | i | 24.6 | 1.0 | 444
CCOC(=O)c1c(N)sc2c1CCC1C(=O)N(C3CCCCC3)C(=O)C21 (stereo unspecified) | 1.0% | i | -1.6 | 11.2 | 17.6 | 3.3 | 2.0 | 7.6 | 13.5% | i | 0.276 | 0.0879 | 0.609 | -0.249 | i | 3.8 | 0.1 | 1056
COc1ccc(CC(=O)OCC(=O)Nc2ccc(C(=O)Nc3ccc(OC)cc3)cc2)cc1 | 5.7% | i | -1.3 | 4.4 | 3.6 | 2.1 | 1.0 | 9.0 | 5.4% | i | -0.257 | -0.192 | 0.0323 | 0.13 | i | 26.3 | 3.4 | 1104
C#CCOCCOCCOCCNc1nc(N2CCN(C(=O)[C@H](Cc3ccc(O)cc3)n3cc(C(N)CC(C)C)nn3)CC2)nc(N2CCN(C(=O)[C@H](CCC(=O)O)n3cc(C(N)[C@H](C)CC)nn3)CC2)n1 (stereo partly specified) | 2.7% | i | 4.5 | -10.6 | -7.3 | 1.7 | 1.7 | 3.3 | 4.8% | i | -0.683 | -0.274 | -0.0821 | -0.506 | i | 19.5 | -1.8 | 1088
COc1ccc(-c2ccnc3nc(Sc4ncc(C(F)(F)F)cc4Cl)nn23)cc1 | -4.0% | i | 10.6 | 18.4 | 13.2 | 3.1 | 2.1 | 7.1 | 8.7% | i | -0.722 | -0.136 | -0.111 | 1.55 | i | 46.6 | 0.8 | 1484
C=CCn1c(-c2ccccc2)nc(=S)c2c1CC(C)(C)OC2 | 17.4% | i | -37.8 | -13.3 | 6.7 | 2.4 | 1.7 | 8.0 | 4.4% | i | 1.78 | -0.182 | 1.8 | -1.22 | i | 25.6 | -2.1 | 993
O=C(N/N=C1/C(=O)c2cccc3cccc1c23)c1ccc(Cl)cc1 | 3.4% | i | -3.8 | 22.9 | 0.5 | 2.3 | 1.5 | 8.9 | 0.7% | i | 0.135 | -0.114 | 0.495 | -0.0701 | i | 36.3 | -4.3 | 1098
COc1ccc(S(=O)(=O)n2cnc3cc(C)c(C)cc32)cc1C | 16.0% | i | 13.9 | -14.1 | -0.1 | 2.4 | 3.1 | 4.6 | 1.3% | i | -0.67 | -0.444 | -0.231 | -0.0919 | i | 32.3 | 0.2 | 1017
COCCn1c(Cc2ccccc2)nnc1SCC(=O)N1CCOCC1 | -0.1% | i | 3.8 | 3.4 | 2.1 | 2.0 | 1.0 | 0.2 | 3.3% | i | -0.48 | -0.325 | 0.474 | 0.159 | i | 24.6 | -1.0 | 1047
O=C(Nc1ccccc1N1CCOCC1)c1cc(-c2ccncc2)nc2ccccc12 | -7.0% | i | -1.1 | 17.9 | 8.0 | 3.6 | 3.9 | 2.6 | 4.7% | i | -0.83 | -0.306 | -0.387 | 0.863 | i | 55.4 | 0.5 | 1091
O=C(CSc1nnc(-c2cccs2)o1)NCC1CN(Cc2ccccc2)CCO1 (stereo unspecified) | 18.2% | i | -2.7 | -2.3 | 14.1 | 4.0 | 1.5 | 3.9 | 8.4% | i | 2.15 | 0.317 | 1.31 | -1.1 | i | 37.5 | 0.5 | 894
CCNC(=O)C(=O)NCCc1ccc(Cl)cc1 | -0.8% | i | 0.2 | -26.9 | -16.9 | 2.7 | 1.4 | 2.1 | 11.4% | i | 1.52 | -0.206 | 1.28 | -2.18 | i | 23.0 | 0.2 | 1403
O=C(CCC(=O)NCCO)NCCO | 10.0% | i | -3.2 | 1.5 | 6.6 | 2.6 | 1.5 | 5.6 | 1.0% | i | -0.103 | -0.0794 | 0.0943 | 1.05 | i | 60.6 | / | /
Cc1cc(NC(=O)CCCC(=O)NCc2ccccc2)no1 | -6.8% | i | 5.9 | 1.6 | -3.3 | 2.2 | 1.2 | 7.3 | 1.3% | i | 0.0346 | -0.303 | 0.214 | 0.235 | i | 36.9 | -0.1 | 1514
CCNC(=O)COc1ccc(Br)cc1Cl | 0.5% | i | -0.5 | 7.3 | -3.9 | 5.9 | 2.6 | 5.2 | 3.3% | i | 0.0785 | 0.24 | 0.453 | -0.605 | i | 45.4 | / | /
O=C(CSc1nnc(-c2ccc(OC(F)F)cc2)o1)NCc1cccs1 | -9.4% | i | -4.3 | -17.8 | -7.9 | 2.9 | 2.5 | 3.5 | -4.0% | i | 0.457 | -0.197 | 0.0676 | -0.5 | i | 9.7 | / | /
CCCCn1c(N)c(N(CCOC)C(=O)CN2c3ccccc3CC2C)c(=O)[nH]c1=O (stereo unspecified) | -2.5% | i | 17.9 | -8.6 | 3.2 | 3.7 | 1.6 | 2.5 | -0.5% | i | -0.47 | -0.169 | -0.362 | 0.15 | i | 34.9 | -3.1 | 1083
COc1ccccc1Cc1nc2ccccc2n1S(=O)(=O)c1ccc(Cl)cc1 | -5.5% | i | 11.5 | -15.3 | -8.6 | 5.0 | 3.5 | 0.4 | 3.2% | i | 0.193 | -0.286 | -0.154 | -0.266 | i | 16.7 | 1.0 | 978
c1ccc2c3c([nH]c2c1)-c1[nH]ncc1CC3 | 12.6% | i | 2.3 | 12.4 | 7.7 | 4.8 | 1.1 | 4.8 | 6.6% | i | -0.439 | -0.0466 | -0.292 | -0.0992 | i | 10.3 | -0.8 | 889
Brc1ccc(-c2csc(N3CCC(c4ccccc4)C3)n2)cc1 (stereo unspecified) | -6.7% | i | -36.2 | / | / | 2.6 | 2.2 | 6.3 | 0.3% | i | 0.313 | -0.223 | 0.435 | 0.589 | i | 44.0 | / | /
CNC(=O)Cc1nc2ccccc2n1CC(=O)Nc1cc(C)cc(C)c1 | 5.9% | i | -34.4 | 7.2 | 2.7 | 2.4 | 2.7 | 1.8 | 1.7% | i | -0.182 | -0.315 | -0.0178 | 0.564 | i | 44.2 | 0.1 | 1064
O=C(Nc1ccccc1F)C1C2C=CC3(O2)C1C(=O)N(c1cccnc1)C3C(=O)NC1CCCCC1 (stereo unspecified) | 1.4% | i | -6.6 | -5.9 | 1.1 | 2.8 | 1.8 | 7.6 | 2.0% | i | -0.398 | -0.187 | 0.0757 | -0.051 | i | 29.1 | 1.3 | 767
O=C(COC(=O)C12CC3CC(CC(C3)C1)C2)N1CCN(S(=O)(=O)c2ccccc2)CC1 | 0.6% | i | 20.0 | 2.4 | 22.0 | 6.2 | 4.6 | 9.6 | 9.9% | i | 1.34 | -0.2 | 0.69 | -0.634 | i | 15.0 | -2.8 | 1216
CCc1nc2sc3c(O)cc(=O)[nH]c3c2cc1C | 6.4% | i | -22.9 | -0.9 | -9.7 | 2.1 | 2.6 | 6.0 | 7.4% | i | 0.127 | 1.07 | 0.373 | -0.237 | i | 40.3 | -0.4 | 1094
CCN(c1ccccc1)c1nc2ccsc2c(=O)s1 | -10.4% | i | 1.1 | 56.2 | 42.6 | 2.7 | 0.9 | 4.1 | 3.5% | i | 0.473 | -0.226 | 0.513 | -0.477 | i | 37.5 | / | /
Cc1ccc(C(=O)NS(=O)(=O)c2ccc(N=NN(C)C)cc2)cc1 | 7.9% | i | 12.7 | 0.8 | 1.0 | 5.4 | 1.6 | 3.2 | -0.9% | i | -0.879 | -0.261 | -0.356 | 0.968 | i | 50.6 | 0.8 | 1318
CC(C)c1ccccc1NC(=S)NC(C)c1ccccc1 (stereo unspecified) | -2.4% | i | 18.1 | 60.2* | 49.7* | 2.1 | 2.4 | 9.0 | -0.6% | i | 0.615 | -0.208 | 0.908 | -1.91 | i | 59.9 | 0.7 | 923
O=C(Nc1nc(-c2ccco2)cs1)c1ccccc1 | 35.2% | i | 6.6 | 18.4 | 14.4 | 8.8 | 2.4 | 6.8 | 14.0% | i | -0.872 | -0.124 | 0.0294 | 0.844 | i | 23.0 | 4.9 | 1199
NCCc1nnc(SCc2ccccc2)o1 | -3.2% | i | 46.2 | -6.0 | -26.8 | 1.6 | 1.8 | 9.2 | 6.0% | i | 0.798 | -0.207 | 0.349 | -0.257 | i | 42.9 | -7.2 | 1201
